# Assay outcomes (PubChem BioAssay)
# PG9 binder – binders of HIV-1 gp120 antibody PG9, primary screen, biochemical, TR-FRET; AID 624416, 2012; HIV-1 gp120 / PG9 antibody interaction; inhibition, % at 6.7 µM; TR-FRET gp120-PG9 antibody binding; hit rate 0.43% among 360,000; in the data active = inhibition above about 8.5%
# HTRA1 inhibitor – HTRA1 serine protease inhibitors, primary screen, biochemical, fluorescence polarization, HTS; hit rate 0.5% among 340,000; recombinant HTRA1, FP-rhodamine activity-based probe; inhibition, % at 5.96 µM; AID 504803, 2011; Q92743; in the data active = inhibition above about 36%;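 also: 0% = enzyme with DMSO and 100% = wells lacking enzyme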
# rCAG binder – binders of r(CAG) RNA repeats, primary screen, biochemical, fluorescence; inhibition, % at 3 µM; AID 651821, 2012; hit rate 1.3% among 370,000; r(CAG) RNA repeat, TO-PRO-1 dye displacement fluorescence;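 active = inhibition above the plate cutoff, the mean of all test compounds on that plate plus 3 SD, cut at about 35% in these data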;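 also: 0% = DMSO alone and 100% = 100 µM mitoxantrone as full dye displacement; higher means more dye released from RNA so lower well fluorescence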
# mABHD4 FP – ABHD4 inhibitors, primary screen, biochemical, fluorescence polarization, mouse | purified mABHD4, FP-Rh probe fluorescence polarization | inhibition, % at 8.92 µM | hit rate 0.54% among 370,000 | AID 720543, 2013;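 active = inhibition exceeding the mean over every tested compound plus 3 SD, cut at about 30% in these data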;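 also: 0% = plate median of compound wells and 100% = S159A mutant with DMSO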
# Target sequence (Q8VD66 whole entry, looked up): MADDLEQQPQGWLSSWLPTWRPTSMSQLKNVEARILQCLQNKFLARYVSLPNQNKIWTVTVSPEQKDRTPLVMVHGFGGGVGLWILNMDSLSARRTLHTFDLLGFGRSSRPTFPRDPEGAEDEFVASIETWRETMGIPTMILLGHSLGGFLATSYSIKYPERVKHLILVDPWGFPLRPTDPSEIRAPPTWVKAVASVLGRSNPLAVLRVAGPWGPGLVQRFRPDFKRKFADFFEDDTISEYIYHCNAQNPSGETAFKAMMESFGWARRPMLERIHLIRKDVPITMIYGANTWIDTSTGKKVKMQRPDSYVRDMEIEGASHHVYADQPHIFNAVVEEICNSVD
#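 Assay system: mABHD4 protein; medium: HEPES pH 7.0, NaCl, Pluronic buffer; dosing: 8.92 µM, single dose; schedule: 45 min + 60 min at 25 °C; signal: FP readout, ex 525 nm / em 598 nm; read-out: normalized percent inhibition of probe labeling; repeats: single replicate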
# Rev-erbA mod – modulators of Rev-erb alpha DNA binding, primary screen, biochemical, FITC-DNA, fluorescence polarization, uHTS; Rev-erbα–FITC-DNA binding, 90 min; activity, % at 10 µM; hit rate 0.79% among 370,000;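 active = activity above about 14%, limit read from the data; passing the limit was not always enough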;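 also: 0% = DMSO wells with 35 nM protein and 100% = DMSO wells with 750 nM protein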
# NPR2 activator – human GC-B receptor activators, primary screen, HEK293 GC-B cells, cGMP TR-FRET, EC30 CNP; Atrial natriuretic peptide receptor 2 (Homo sapiens), P20594; 0% at EC30 CNP, 100% saturating CNP; activation, % at 10 µM; hit rate 0.11% among 370,000; AID 1920062, 2024;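 active = activation at 10 µM reaching about 35% in either raw or pattern-adjusted values, limit read from the data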
# NPR1 activator – GC-A stimulated cGMP production enhancers – HEK293 GC-A cells, cGMP TR-FRET, EC30 ANP, primary screen; Atrial natriuretic peptide receptor 1 (Homo sapiens), P16066; AID 1671463, 2021; hit rate 0.14% among 370,000; activation, % at 10 µM; 0% at EC30 ANP, 100% saturating ANP; in the data active = activation above about 40%
# ARFGAP1 inh – inhibitors of rat ARFGAP1 GAP activity, primary screen, biochemical, fluorescence polarization, GDP tracer; inhibition, % at 16.5 µM; Arfgap1-stimulated ARF1 GTP hydrolysis, GDP FP detection; ADP-ribosylation factor GTPase-activating protein 1 (Rattus norvegicus), Q62848; hit rate 0.26% among 360,000;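 active = inhibition above a per-plate limit, mean inhibition of low control wells plus 3 SD, cut at about 25% in these data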;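 also: 0% = DMSO wells with enzyme and 100% = wells lacking Arfgap1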
# Target sequence (Q62848 1-136 limits assumed): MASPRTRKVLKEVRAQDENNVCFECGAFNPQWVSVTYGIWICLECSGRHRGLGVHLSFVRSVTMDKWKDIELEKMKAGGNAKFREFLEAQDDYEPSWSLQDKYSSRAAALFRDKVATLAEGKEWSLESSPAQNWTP
#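 Material: rat Arfgap1 catalytic domain, aa 1-136; also added: human ARF1(Δ1-17)-GTP substrate; compound dosing: one concentration, 16.5 µM, DMSO 1.26%; incubation: GTP hydrolysis reaction 2 h at 25 °C; measured by: Tracer-displacement fluorescence polarization with EDTA stop, 620/688 nm; evaluation: % inhibition from polarization; repeats: one replicate per compound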
# SMARCA2 activ – SMARCA2 (BRM) function activators, primary screen, cell-based, luminescence, high throughput | MG213 cells, MMTV-luciferase reporter, dexamethasone, overnight | AID 652017, 2013 | hit rate 1% among 370,000 | activation, % at 9.1 µM; in the data active = activation above about 7.8%;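 also: 0% = vehicle wells and 100% = reference activator wells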
# ASAP1 inh – inhibitors of human ASAP1 ArfGAP activity, primary screen, biochemical, fluorescence polarization; Arf-GAP with SH3 domain, ANK repeat and PH domain-containing protein 1 (Homo sapiens), …; ASAP1-stimulated ARF1 GTP hydrolysis, GDP FP detection; inhibition, % at 16.5 µM; hit rate 0.19% among 360,000; in the data active = inhibition above about 25%;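 also: 0% = vehicle with enzyme and substrate and 100% = no enzyme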
# Target sequence (Q9ULH1 325-724 limits assumed): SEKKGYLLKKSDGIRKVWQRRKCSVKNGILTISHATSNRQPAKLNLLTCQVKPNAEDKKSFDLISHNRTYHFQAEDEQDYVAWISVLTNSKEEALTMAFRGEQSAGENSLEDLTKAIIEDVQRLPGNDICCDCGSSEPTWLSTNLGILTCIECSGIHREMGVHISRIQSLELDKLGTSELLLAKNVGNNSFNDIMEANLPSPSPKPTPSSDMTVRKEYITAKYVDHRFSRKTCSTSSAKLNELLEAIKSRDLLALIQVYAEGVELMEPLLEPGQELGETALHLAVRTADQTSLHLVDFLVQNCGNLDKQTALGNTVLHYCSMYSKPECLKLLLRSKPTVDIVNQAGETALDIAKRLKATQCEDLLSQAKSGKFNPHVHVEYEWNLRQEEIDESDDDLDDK
# * hit, by the source's call; . = not tested or not shown.
# Results follow in this order: ARFGAP1 inh	Rev-erbA mod	PG9 binder	rCAG binder	HTRA1 inhibitor	ASAP1 inh	NPR2 activator	SMARCA2 activ	NPR1 activator	mABHD4 FP
- CC(NC(=O)C(NC(=O)OCc1ccccc1)C(C)O)C(=O)OCc1ccccc1 (configuration not stated)
  -11	-13	0.0	2	.	-13	8	-4	7	7
- COc1cccc(N2CCN(CC(=O)c3c[nH]c4ccc(OC)cc34)CC2C)c1 (configuration not stated)
  2	-3	2.0	5	-5	1	-16	-2	3	-1
- C[C@H](CO)N1C[C@H](C)[C@H](CN(C)C(=O)c2cc(-c3ccccc3)on2)OCc2cnnn2CCCC1=O
  -8	-6	1.0	-1	0	-9	1	-3	-1	9
- Cc1ccc(Cn2cccc(NC(=O)c3ccco3)c2=O)cc1
  5	-2	-0.7	-6	-11	-6	2	-2	6	4
- Cc1ccc(Cl)c(NC(=O)CSc2n[nH]c(=O)n2C2CC2)c1Cl
  14	8	0.5	2	9	-19	2	-3	-2	1
- O=C(OCc1ccc(Br)cc1)c1cccnc1
  -3	2	0.9	-6	-4	9	-4	-2	-2	-2
- COc1ccc(CCNc2ccc(S(N)(=O)=O)cn2)cc1
  -9	-5	-0.4	1	2	-11	3	1	-1	-3
- CCn1c(=O)c(C(=O)CN(C)CC(=O)Nc2cccc(F)c2)c(N)n(Cc2ccccc2)c1=O
  9	-1	1.0	6	-24	7	12	-3	12	-14
- COc1ccc(C2(CN(C(C)=O)C(C)=O)CCCC2)cc1OC
  7	2	2.6	-5	-3	4	7	4	-3	8
- CC(C)OC(=O)CSc1nc2c(c(C3CC=CCC3)c1C#N)CCC2 (configuration not stated)
  0	4	-1.2	0	-17	-5	0	-3	-6	2
- COc1ccc(-c2cc3ccccc3[nH]2)cc1
  -1	-5	-3.6	4	8	5	0	3	1	-1
- CSc1ccc(NC(=O)CSc2nc3[nH]c(=O)cc(O)c3s2)cc1
  -2	3	-1.7	56*	9	3	-1	2	-1	8
- Cc1cc(C)c2c(c1)/C(=N/NC(=O)c1ccc(O)cc1)CCC2
  -10	4	1.5	0	-5	0	-6	0	-50	1
- Cc1ccc(CN2CCSc3ccc(C(=O)NC4CCN(Cc5ccccc5)CC4)cc32)cc1
  9	4	-1.0	-4	5	20	0	-3	0	12
- CC(CCc1ccc(O)cc1)N(C)CCc1ccccc1 (configuration not stated)
  11	-6	0.6	-4	-2	-2	2	-2	-2	2
- COc1cc(/C=N/NC(=S)Nc2cccnc2)cc(OC)c1OC
  -7	-3	-1.8	0	0	4	0	3	4	5
- COc1ccc(-c2nc(CSCC(=O)NCC3CCCO3)c(C)o2)cc1OC (configuration not stated)
  8	-4	1.3	-3	-2	-3	1	-1	0	9
- O=C(NC(=S)NCCO)c1cn(-c2ccccc2)nc1-c1ccccc1
  3	0	-1.0	0	-2	-1	-2	-1	2	-13
- O=C(c1cc(-c2cccc(O)c2)on1)N1CCc2ccccc2C1
  8	8	-3.3	7	-25	8	-5	0	-7	-15
- O=C(NC(=S)N1CCN(c2ccc([N+](=O)[O-])cc2)CC1)c1ccccc1
  0	-2	-2.4	1	3	2	-5	-2	-6	6

# Quoted from the listing:
# NPR2 activator, O=C(NC(=S)NCCO)c1cn(-c2ccccc2)nc1-c1ccccc1 stands at -2
# mABHD4 FP, O=C(NC(=S)N1CCN(c2ccc([N+](=O)[O-])cc2)CC1)c1ccccc1 stands at 6
# ASAP1 inh, COc1ccc(CCNc2ccc(S(N)(=O)=O)cn2)cc1 stands at -11

# Later entries:
# Results follow in this order: ARFGAP1 inh	Rev-erbA mod	PG9 binder	rCAG binder	HTRA1 inhibitor	ASAP1 inh	NPR2 activator	SMARCA2 activ	NPR1 activator	mABHD4 FP
- Cc1ccc(-c2nnc(-n3ncc(C#N)c3N)c3ccccc23)cc1C
  0	33*	-0.8	-3	0	5	4	1	1	-4
- NNC(=O)CN1C(c2ccc(Br)cc2)=Nc2ccc(Br)cc2C1c1ccccc1 (configuration not stated)
  -6	2	1.0	12	-68	5	-15	-5	-34	-6
- CCOC(=O)c1cnc2c(-c3ccc(Cl)cc3)c(C)nn2c1N
  -13	-1	-2.4	1	8	0	0	0	-5	-6
- C/C(CCC1CC(C)(C)OC1=O)=N\NC(N)=S (configuration not stated)
  3	0	-4.4	-2	-1	6	-6	-7	-1	-2
- COc1ccc(-c2noc(N3CCC(C(=O)Nc4cc(OC)ccc4OC)CC3)n2)cc1
  -9	-4	-1.4	2	-13	1	-4	-2	-1	-34
- CC(=O)N1CCN(S(=O)(=O)c2ccc(C)cc2)C1C (configuration not stated)
  30*	-6	-0.2	-5	3	9	2	0	1	-1
- CCCN1CCC(=O)N([C@H](CO)Cc2ccccc2)CC1
  4	-4	-0.6	0	0	3	1	1	-2	1
- CC(C)Oc1ccc(C(=O)NCCCNC(=O)c2cccnc2)cc1
  -4	5	-0.5	-5	1	-5	-2	0	0	4
- CC(Oc1ccccc1)c1ccnc(N)n1 (configuration not stated)
  15	0	-1.6	-2	0	9	2	1	2	9
- C=CCn1c(SCC(=O)Nc2ccc(F)cc2)nc2ccccc2c1=O
  -2	4	-2.3	2	-4	-3	1	-4	-6	1
- Cc1cc(C)n(CCC(=O)N/N=C/c2ccc(Br)c([N+](=O)[O-])c2)n1
  -6	0	0.3	-4	-1	6	-7	-3	-4	3
- COc1cc(CN2CCN(Cc3ccc(SC)cc3)CC2)cc(OC)c1O
  -2	6	0.0	-6	2	-5	-4	-1	-4	13
- O=[N+]([O-])c1cccc(N(CC(O)CN2CCCC2)S(=O)(=O)c2ccccc2)c1 (configuration not stated)
  3	-1	0.1	8	10	-3	9	5	3	-5
- CCOc1ccc(/C=N/NS(=O)(=O)c2ccc(C)cc2)cc1OC
  -11	-1	-1.4	-1	-2	-7	2	-2	3	1
- CSc1nc(-c2ccccc2)nc(C(Cl)Cl)n1
  -6	-3	-0.9	-1	-3	4	-3	-2	6	-2
- COc1ccc(/C=C/C(=O)Nc2ccc3nc4n(c(=O)c3c2)CCCC4)cc1
  1	5	6.8	5	-13	3	2	0	6	0
- COCCC(=O)N1CCC(n2nccc2NC(=O)CCc2ccccc2)CC1
  8	-4	-0.2	-4	-1	-7	2	-2	4	1
- N#CCCn1cc(/C=C(\C#N)c2nc3ccccc3s2)c(-c2ccc(F)cc2)n1
  -8	45*	-2.2	4	-4	4	62*	6	-1	3
- COc1ccc(Cl)cc1C(=O)NNC(=O)c1cccnc1
  10	-4	-0.4	-1	-3	8	1	-1	1	-15
- Cc1nc2cc(-c3ccsc3-n3c(C)ccc3C)[nH]n2c(=O)c1Cl
  -7	-24	-1.4	51*	38*	19	2	0	-10	7

# Brought forward from above: 2 entries, followed by the next part.
# Results follow in this order: ARFGAP1 inh	Rev-erbA mod	PG9 binder	rCAG binder	HTRA1 inhibitor	ASAP1 inh	NPR2 activator	SMARCA2 activ	NPR1 activator	mABHD4 FP
- COc1ccc(Cl)cc1C(=O)NNC(=O)c1cccnc1
  10	-4	-0.4	-1	-3	8	1	-1	1	-15
- Cc1nc2cc(-c3ccsc3-n3c(C)ccc3C)[nH]n2c(=O)c1Cl
  -7	-24	-1.4	51*	38*	19	2	0	-10	7
- Cc1cc2c(cc1C)-n1nnnc1C(N1CCN(c3ccccn3)CC1)C(c1ccc3c(c1)OCO3)=N2 (configuration not stated)
  -1	5	-1.0	7	.	2	4	4	2	4
- CCCn1c2ccccc2c2cnn(CC(=O)NC3CCCCC3C)c(=O)c21 (configuration not stated)
  -3	5	0.0	1	4	3	-2	-4	0	-1
- COc1ccc(CNC(=O)c2ccc(Cn3nc(C)c([N+](=O)[O-])c3C)o2)cc1
  -4	5	-1.9	2	-5	2	14	-2	-2	-9
- O=C(COC(=O)c1ccc([N+](=O)[O-])cc1)NC12CC3CC(CC(C3)C1)C2
  26*	5	-1.4	0	-5	-8	1	1	0	11
- CC1=CC(C)(C)N2C(=O)C3(C(C#N)=C(N)OC4=C3C(=O)CC(C)(C)C4)c3c(C)c(C)cc1c32 (configuration not stated)
  0	-1	0.9	-5	6	4	8	-2	-7	-3
- COc1ccc2[nH]c(=O)c(CN(C(C)=O)C3CCCCC3)cc2c1
  -4	-5	0.7	-7	-8	-6	1	3	-3	-1
- CCCCN(C=O)c1c(CC)nc2c(OCc3cc(Cl)cc(Cl)c3)cccn12
  -4	-2	1.0	1	.	6	0	-4	-3	4
- Cc1ccc(CN2CCN(C3CCOCC3)CC2CCO)cc1 (configuration not stated)
  3	-8	-1.6	-1	-1	-4	2	3	4	2
- CCc1ccccc1NC(=O)[C@@H]1CCCN1S(=O)(=O)c1cccc2cccnc12
  .	6	.	.	.	.	-2	.	0	-3
- CC1CCN(S(=O)(=O)c2ccc(C(=O)Nc3nnc(C4=COCCO4)o3)cc2)CC1
  -3	-2	-3.5	32	5	-5	0	-2	4	2
- O=C(c1ccc([N+](=O)[O-])cc1)N1CCOC12CCN(c1ncc(C(F)(F)F)cc1Cl)CC2
  -14	-4	1.0	5	-1	0	3	-7	2	-6
- CS(=O)(=O)N(CC(=O)N1CCc2ccccc2C1)c1cccc(F)c1
  -7	5	-1.8	-5	7	-4	-4	3	-3	-5
- CCCCn1nnnc1C1(C)CCC(=O)N1Cc1cc(OC)ccc1OC (configuration not stated)
  4	1	0.2	-1	.	6	7	-2	-1	4
- COc1ccc(/C=N/N2CCOCC2)cc1OCc1ccccc1
  10	-1	3.5	-7	-1	5	3	-1	1	0
- CCOC(=O)N1CCN(C(=O)C[C@H]2C[C@@]3(C(=O)OC)C(=C[C@H](C(C)C)O[C@@H]3C3CC3)N(Cc3ccc4c(c3)OCO4)C2=O)CC1
  .	-3	.	2	.	.	-1	-3	-2	-1
- COCc1cc(C)nc(OCC(=O)N/N=C/c2ccc(C)o2)c1C#N
  -3	3	0.6	-1	-9	-11	3	-2	1	1
- COc1ccc(Nc2nc(-c3ccccc3)cs2)cc1
  4	-1	0.7	5	9	-14	-2	1	1	5
- CC(=O)c1cccc(NC(=O)c2onc(C)c2Cl)c1
  3	-4	1.6	2	7	16	-1	1	1	0
- CC(C)(C)c1ccc(C(=O)NC(=S)NNC(=O)c2cccs2)cc1
  8	-4	0.8	11	15	-2	-3	7	-7	10
- O=c1cccc(-c2ccc3ccccc3c2)o1
  -2	1	-1.7	6	.	7	-4	7	-2	3
- O=C(CN1CCCc2ccccc21)NCc1ccccc1Cl
  5	-3	-1.2	6	-4	1	-6	0	2	-2
- C/C(=N\NC(=O)CNC(=O)c1ccccc1Br)c1ccco1
  4	1	-1.9	2	4	-4	7	-2	6	-1
- C/C(CC(=O)NC1CCCCC1)=N\NC(=O)c1ccc(Br)cc1
  7	1	-1.5	-2	-4	15	9	-1	-1	3
